KCNQ2 block: KCNQ2 potassium channel inhibitors, primary screen, cell-based, CHO-K1, FluxOR thallium flux, B-score (AID 2156). B-score at 10 µM. Potassium voltage-gated channel subfamily KQT member 2 (Rattus norvegicus), O88943. hit rate 1.1% among 310,000. 20 min; stronger effect = lower value;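 active = fluorescence ratio B-score at most minus 3 library SDs, with starting brightness B-score within 2 library SDs, cut at about -5.5 in these data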
Target sequence (O88943 whole entry, looked up): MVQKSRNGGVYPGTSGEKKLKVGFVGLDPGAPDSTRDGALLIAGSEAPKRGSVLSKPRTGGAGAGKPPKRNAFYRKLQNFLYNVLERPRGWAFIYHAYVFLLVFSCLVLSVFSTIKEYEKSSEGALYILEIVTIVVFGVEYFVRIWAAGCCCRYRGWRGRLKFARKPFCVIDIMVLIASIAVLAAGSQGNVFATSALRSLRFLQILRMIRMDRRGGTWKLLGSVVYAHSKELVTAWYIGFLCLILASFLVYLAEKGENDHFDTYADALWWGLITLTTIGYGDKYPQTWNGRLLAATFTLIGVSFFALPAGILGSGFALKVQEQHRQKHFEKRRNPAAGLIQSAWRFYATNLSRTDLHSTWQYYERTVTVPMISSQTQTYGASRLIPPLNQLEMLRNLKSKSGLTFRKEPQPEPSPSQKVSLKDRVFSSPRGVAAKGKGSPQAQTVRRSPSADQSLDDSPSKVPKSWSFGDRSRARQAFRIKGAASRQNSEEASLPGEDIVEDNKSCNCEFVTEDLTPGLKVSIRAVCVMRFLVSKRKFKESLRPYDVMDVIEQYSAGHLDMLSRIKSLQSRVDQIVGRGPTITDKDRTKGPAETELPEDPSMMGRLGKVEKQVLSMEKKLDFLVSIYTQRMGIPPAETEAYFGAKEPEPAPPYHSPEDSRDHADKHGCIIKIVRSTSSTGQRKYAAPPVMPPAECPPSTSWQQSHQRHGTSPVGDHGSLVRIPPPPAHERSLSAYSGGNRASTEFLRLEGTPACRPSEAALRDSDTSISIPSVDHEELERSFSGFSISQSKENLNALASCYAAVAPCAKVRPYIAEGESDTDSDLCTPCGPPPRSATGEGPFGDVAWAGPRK
STK33 inh: inhibitors of purified STK33 kinase, primary screen, biochemical, ADP-Glo luminescence, homogeneous, cell-free; MBP phosphorylation; inhibition, % at 10 µM; hit rate 0.073% among 320,000; AID 2661, 2010;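 active = inhibition at or above 25%, using the most active replicate where run in duplicate; inactive = inhibition below 25%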
Kir21 inh: inhibitors of mouse Kir2.1 inward-rectifier potassium channel | Inward rectifier potassium channel 2 (Mus musculus), P35561 | HEK293-Kir2.1, FluxOR thallium flux fluorescence; stronger effect = lower value | B-score at 10 µM | hit rate 0.85% among 310,000 | AID 1672, 2009;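 active = fluorescence ratio B-score at or below minus 3 SD of library scores, with starting-brightness B-score within 2 SD, cut at about -4.2 in these data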;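 note: channel flux triggered by added potassium and thallium sulfate stimulus; B-score of peak minus minimum fluorescence over baseline after thallium stimulus; more negative B-score means stronger Kir2.1 block with less thallium influx; some compounds called inactive have numbers as strong as hits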
Numbers without * were called inactive.

The first three entries, to show the layout:
How did O=C(NNC(=O)c1cccs1)c1ccc(Br)cc1 do in these assays?
KCNQ2 block: inactive; STK33 inh: -0.2; Kir21 inh: 0.14

Results for CC(=O)NCCn1c(SCc2ccc(C)cc2)nc2ccccc2c1=O ?
KCNQ2 block: inactive; STK33 inh: 0.0; Kir21 inh: 1.7

What do the screens show for `COc1ccc(-c2ccnc(-c3ccc(OCCCF)cc3)n2)cc1`?
KCNQ2 block: inactive; STK33 inh: -3.8; Kir21 inh: 2.4

This part in full, repeating the preview:
How did O=C(NNC(=O)c1cccs1)c1ccc(Br)cc1 do in these assays?
KCNQ2 block: inactive; STK33 inh: -0.2; Kir21 inh: 0.14

Results for CC(=O)NCCn1c(SCc2ccc(C)cc2)nc2ccccc2c1=O ?
KCNQ2 block: inactive; STK33 inh: 0.0; Kir21 inh: 1.7

What do the screens show for `COc1ccc(-c2ccnc(-c3ccc(OCCCF)cc3)n2)cc1`?
KCNQ2 block: inactive; STK33 inh: -3.8; Kir21 inh: 2.4

What do the screens show for `O=C(c1ccncc1)N1CCc2ccccc2C1`?
KCNQ2 block: inactive; STK33 inh: 0.6; Kir21 inh: 1.6

How did CCCCNC(=O)Oc1cccc(N2CCCC2=O)c1 do in these assays?
KCNQ2 block: inactive; STK33 inh: -1.3; Kir21 inh: -1.7

What do the screens show for `O=C(c1ccc(F)c(S(=O)(=O)N2CCOCC2)c1)N1CCc2ccccc21`?
KCNQ2 block: inactive; STK33 inh: 1.0; Kir21 inh: 1.9

What do the screens show for `CS(=O)(=O)c1ccc(Cl)c(NC(=O)CCCc2nc3ccccc3c(=O)[nH]2)c1`?
KCNQ2 block: inactive; STK33 inh: -0.6; Kir21 inh: 0.3

What do the screens show for `Cc1cc(C)n(-c2ccc(C(=O)Nc3cccc([N+](=O)[O-])c3)cc2)n1`?
KCNQ2 block: inactive; STK33 inh: 0.6; Kir21 inh: 1

What do the screens show for `COc1ccc(NC2CCCN(C(=O)CCn3cccn3)C2)cc1` (stereo not given)?
KCNQ2 block: inactive; STK33 inh: -2.3; Kir21 inh: 0

What do the screens show for `C=CCNC(=O)COc1cc(C)ccc1C`?
KCNQ2 block: inactive; STK33 inh: 0.0; Kir21 inh: -0.95

What do the screens show for `COc1ccc(-c2nc3ncccc3n2O)cc1`?
KCNQ2 block: inactive; STK33 inh: -0.2; Kir21 inh: -0.03

Results for COc1cccc(C(=O)Nc2ccc(C3CC3(Cl)Cl)cc2)c1 (stereo not given) ?
KCNQ2 block: inactive; STK33 inh: 4.1; Kir21 inh: 0.46

How did Nn1c(Cc2ccccc2F)n[nH]c1=S do in these assays?
KCNQ2 block: inactive; Kir21 inh: -0.13

What do the screens show for `CCCCSc1nc(C)cc(NC(=S)Nc2ccc(OC)cc2)n1`?
KCNQ2 block: inactive; STK33 inh: -1.4; Kir21 inh: -0.09

What do the screens show for `CCn1cc(C(=O)O)c(=O)c2cnc(N3CCN(C(=S)NC(=O)c4ccc(Cl)cc4Cl)CC3)nc21`?
KCNQ2 block: inactive; STK33 inh: -0.3; Kir21 inh: -0.42

How did Cc1ccc(-c2nn(-c3ccccc3)cc2C(=O)N2CCOCC2)cc1 do in these assays?
KCNQ2 block: inactive; STK33 inh: -0.9; Kir21 inh: -1.3

Results for COc1cccc(-c2noc(C3CCCN(C(=O)c4ccc(F)cc4)C3)n2)c1 (stereo not given) ?
KCNQ2 block: inactive; STK33 inh: -0.1; Kir21 inh: 0.1

Results for COc1ccc(C2C(C(=O)c3ccc(C)o3)=C(O)C(=O)N2c2cc(C)on2)cc1OC (stereo not given) ?
KCNQ2 block: inactive; STK33 inh: 0.6; Kir21 inh: -1.3

Results for COc1ccc(CN(Cc2cc3cc(C)ccc3[nH]c2=O)C(=O)N(C)C)cc1 ?
KCNQ2 block: inactive; STK33 inh: -1.8; Kir21 inh: 1.6

How did CN(CC(=O)Nc1ccccc1C(F)(F)F)C(=O)COc1ncnc2ccccc12 do in these assays?
KCNQ2 block: inactive; STK33 inh: -0.4; Kir21 inh: -0.18

How did O=C(O)C1CCCN1S(=O)(=O)c1cccc(S(=O)(=O)N2CCCC2C(=O)O)c1 (stereo not given) do in these assays?
KCNQ2 block: inactive; STK33 inh: -0.4; Kir21 inh: -0.27

How did CCOc1ccc(-c2cnc3n2CCCCC3)cc1 do in these assays?
KCNQ2 block: inactive; STK33 inh: -3.4; Kir21 inh: 0.09

How did C/C(=C\c1ccccc1)CN1CCC(C(=O)N2CCCCC2)CC1 do in these assays?
KCNQ2 block: inactive; STK33 inh: -0.3; Kir21 inh: 0.6

Results for Cc1ccc(S(=O)(=O)Nc2nc(-c3ccc(F)cc3)cs2)cc1 ?
KCNQ2 block: inactive; STK33 inh: -0.1; Kir21 inh: 0.71

What do the screens show for `Cc1cc(C)c2c(N)c(C(=O)c3ccc(Cl)c(Cl)c3)sc2n1`?
KCNQ2 block: inactive; STK33 inh: -1.3; Kir21 inh: 0

What do the screens show for `CC(=O)Nc1ncc(Cc2cccc(Cl)c2Cl)s1`?
KCNQ2 block: inactive; STK33 inh: -0.5; Kir21 inh: -0.65

What do the screens show for `N#CC[C@H](Cc1ccccc1)N1CC[C@@H](O)CCC1=O`?
KCNQ2 block: inactive; STK33 inh: -1.2; Kir21 inh: -0.4

How did O=C(CN(CC1CCCO1)C(=O)CNS(=O)(=O)c1ccc(F)cc1)NCc1ccc(F)cc1 (stereo not given) do in these assays?
KCNQ2 block: inactive; STK33 inh: -0.4; Kir21 inh: -0.04

Results for C=CCOn1c(=O)c(-c2cccs2)[n+]([O-])c2ccccc21 ?
KCNQ2 block: inactive; STK33 inh: -0.7; Kir21 inh: -1.8

How did O=C(O)c1ccc(-c2nc(-c3ccc(Cl)cc3)cs2)cc1 do in these assays?
KCNQ2 block: inactive; Kir21 inh: 1.1

What do the screens show for `CCn1c(C2CCN(S(=O)(=O)c3ccc(OC)cc3)CC2)n[nH]c1=S`?
KCNQ2 block: inactive; STK33 inh: 0.2; Kir21 inh: -0.79

How did C=CCN=C1SCC(=O)N1S(=O)(=O)c1ccc(C)cc1 do in these assays?
KCNQ2 block: inactive; STK33 inh: -1.3; Kir21 inh: 1.4

How did CC(=O)c1cc(F)ccc1OCC(=O)N1CCCc2ccccc21 do in these assays?
KCNQ2 block: inactive; STK33 inh: -0.4; Kir21 inh: -6.5*

Results for Cc1ccc(C(=O)COC(=O)CCN2C(=O)C3C4C=CC(C5CC45)C3C2=O)cc1 (stereo not given) ?
KCNQ2 block: inactive; STK33 inh: -1.3; Kir21 inh: -1.7

Results for Cc1cc(C(=O)Nc2ccc3c(c2)CCC3)c2ccccc2n1 ?
KCNQ2 block: inactive; STK33 inh: -0.7; Kir21 inh: -0.22

Results for COCCNC(=S)N(C)C1(c2ccccc2Cl)CCCCC1=O (stereo not given) ?
KCNQ2 block: inactive; STK33 inh: 0.4; Kir21 inh: 0.6

How did Cc1noc(C)c1CNCc1ccccc1 do in these assays?
KCNQ2 block: inactive; STK33 inh: -1.4; Kir21 inh: 0.14

Results for COc1ccc(C(=O)Oc2cc(C)c(CN3CCOCC3)cc2C)cc1OC ?
KCNQ2 block: inactive; STK33 inh: -0.9; Kir21 inh: -1.1

How did COc1ccc(-c2noc(-c3cccc(Cl)c3)n2)cc1OC do in these assays?
KCNQ2 block: inactive; STK33 inh: -0.2; Kir21 inh: -0.67

Results for CC(C)(C)OC(=O)N1CCC(CC2CC(c3cccc(Br)c3)=NO2)(C(=O)O)CC1 (stereo not given) ?
KCNQ2 block: inactive; STK33 inh: -1.5; Kir21 inh: 0.76

What do the screens show for `CC(C)n1nc(Cc2cccc3ccccc23)c(C#N)c1N`?
KCNQ2 block: inactive; STK33 inh: -0.4; Kir21 inh: 0.61

What do the screens show for `CCOc1cc(-c2nc(-c3cc(OC)c(OC)c(OC)c3)no2)cc(OCC)c1OCC`?
KCNQ2 block: inactive; STK33 inh: 1.7; Kir21 inh: 0.97

How did Cn1c(CCNC(=O)c2ccccc2F)nnc1SCC(=O)Nc1nncs1 do in these assays?
KCNQ2 block: inactive; STK33 inh: -1.3; Kir21 inh: -0.25

How did C=CCn1c2ccccc2c(=O)c2cc(C#CC3(O)CCCCC3)ccc21 do in these assays?
KCNQ2 block: inactive; STK33 inh: 5.0; Kir21 inh: 1.6

How did O=C(CCCCCCCC(=O)NCC1CCCO1)NCC1CCCO1 (stereo not given) do in these assays?
KCNQ2 block: inactive; STK33 inh: -0.6; Kir21 inh: 2.7

Results for CCCOc1cccc(C(=O)Nc2cc(NC(=O)c3ccco3)ccc2OC)c1 ?
KCNQ2 block: inactive; STK33 inh: -0.2; Kir21 inh: 0.98

What do the screens show for `COc1cc(C)ccc1OCCOCCN(C)Cc1ccccc1`?
KCNQ2 block: inactive; STK33 inh: 0.9; Kir21 inh: -1

How did COc1ccc(CN2CCNC(=O)C2CC(=O)NC2CCCCCC2)c(C)c1C (stereo not given) do in these assays?
KCNQ2 block: inactive; STK33 inh: -1.0; Kir21 inh: 0.36

How did COc1ccccc1OCCC(=O)OCC(=O)NCc1ccc(Cl)cc1 do in these assays?
KCNQ2 block: inactive; STK33 inh: -1.2; Kir21 inh: 0.2

How did N=C1C(c2nc(-c3ccc(F)cc3)cs2)=C(O)CN1CCCN1CCOCC1 do in these assays?
KCNQ2 block: inactive; STK33 inh: -1.3; Kir21 inh: 0.27

How did COc1cc(C(=O)Nc2cc(-c3ccccc3)[nH]n2)cc(OC)c1OC do in these assays?
KCNQ2 block: -6.6*; STK33 inh: 4.1; Kir21 inh: 0.46

Results for CCCn1c(SCC(=O)c2cc(C)n(-c3ccc4c(c3)OCO4)c2C)n[nH]c1=O ?
KCNQ2 block: inactive; Kir21 inh: -6.7*

How did CCC(C)NC(=O)COc1ccc(OCc2ccccc2)cc1 (stereo not given) do in these assays?
KCNQ2 block: inactive; STK33 inh: -0.7; Kir21 inh: 0.62

Results for CCOC(=O)Cn1nnnc1CN(Cc1ccc(OC)cc1)Cc1cc2cc(C)ccc2[nH]c1=O ?
KCNQ2 block: inactive; STK33 inh: 0.0; Kir21 inh: 0.04

How did CCOC(=O)N1CCN(C(=O)/C=C/c2c(C)nn(-c3ccc(F)cc3)c2Cl)CC1 do in these assays?
KCNQ2 block: inactive; Kir21 inh: 1.1

How did COc1ccnc(Oc2ccc(F)cc2)c1C(=O)N/C=N/OCc1ccc(Cl)cc1Cl do in these assays?
KCNQ2 block: inactive; STK33 inh: -1.2; Kir21 inh: 0.35

Results for Cc1ccc(CC2SC(N=C(N)N)=NC2=O)cc1 (stereo not given) ?
KCNQ2 block: inactive; STK33 inh: -0.7; Kir21 inh: 0.22

Results for CCOC(=O)CSc1nc2sc3c(c2c(=O)n1-c1ccccc1)CCN(C(C)C)C3 ?
KCNQ2 block: inactive; STK33 inh: -2.1; Kir21 inh: 0.42

How did OC(C#CCN1CCOCC1)c1cccs1 (stereo not given) do in these assays?
KCNQ2 block: inactive; STK33 inh: -1.5; Kir21 inh: 0.64

Results for CC(C)(C)C(=O)NC(=S)Nc1cc(C(F)(F)F)ccc1N1CCOCC1 ?
KCNQ2 block: inactive; STK33 inh: -1.5; Kir21 inh: 1.5

Results for CCCc1nnc(SCC(=O)N2CCCC2)n1CC1CCCO1 (stereo not given) ?
KCNQ2 block: inactive; STK33 inh: -2.3; Kir21 inh: 0

Results for O=C(CCC(=O)Nc1ccccc1)NNC(=O)c1cccs1 ?
KCNQ2 block: inactive; STK33 inh: -0.4; Kir21 inh: 0.1

What do the screens show for `CN1CCN(c2nc(-c3ccncc3)nc3ccccc23)CC1`?
KCNQ2 block: inactive; STK33 inh: 8.2; Kir21 inh: 0.84

How did CC(C)OC(=O)c1nnn(-c2nonc2N)c1CSc1ccccn1 do in these assays?
KCNQ2 block: inactive; STK33 inh: 0.8; Kir21 inh: -1.9

Results for CC(C)N(Cc1ccccc1)C(=O)COC(=O)/C=C/c1cnc2ccccc2n1 ?
KCNQ2 block: inactive; STK33 inh: 5.6; Kir21 inh: 0.33

Results for Cc1cccc(OCC(O)CN2CCNCC2)c1 (stereo not given) ?
KCNQ2 block: inactive; STK33 inh: -0.7; Kir21 inh: -1.1

How did COc1ccc(Cn2c(C)nnc2-c2cnn(C)c2N)cc1 do in these assays?
KCNQ2 block: inactive; STK33 inh: -0.9; Kir21 inh: -0.22

What do the screens show for `COc1cc2c(cc1OC)C(=O)N(C)CC2`?
KCNQ2 block: inactive; STK33 inh: -1.4; Kir21 inh: -1.1

What do the screens show for `O=C(Cc1c(F)cccc1Cl)N1CCOCC1`?
KCNQ2 block: inactive; STK33 inh: 0.2; Kir21 inh: 0.98

How did Cc1cccc(OCC(=O)Nc2ncn[nH]2)c1C do in these assays?
KCNQ2 block: inactive; STK33 inh: 0.6; Kir21 inh: 0.51

What do the screens show for `Cc1ncc(CO)c2cc(-c3nnc(Nc4ccc5c(c4)OCO5)s3)c(=O)oc12`?
KCNQ2 block: inactive; STK33 inh: -0.2; Kir21 inh: 0.07

Results for Cc1ccccc1OCCCCc1c(C)n[nH]c1C ?
KCNQ2 block: inactive; STK33 inh: -1.7; Kir21 inh: -1.9

How did Cc1oc2cc3oc(=O)cc(C)c3cc2c1C do in these assays?
KCNQ2 block: inactive; STK33 inh: -1.9; Kir21 inh: 1.1

How did Cc1ccc(C2N(C)C(=O)c3ccccc3N2C)cc1 (stereo not given) do in these assays?
KCNQ2 block: inactive; STK33 inh: -2.3; Kir21 inh: 0.04

Fetched by structure from the entries so far:
Results for COCCNC(=S)N(C)C1(c2ccccc2Cl)CCCCC1=O (stereo not given) ?
KCNQ2 block: inactive; STK33 inh: 0.4; Kir21 inh: 0.6

How did COc1ccc(-c2noc(-c3cccc(Cl)c3)n2)cc1OC do in these assays?
KCNQ2 block: inactive; STK33 inh: -0.2; Kir21 inh: -0.67

Screening results from PubChem BioAssay.
